Source: PubChem BioAssay
DAX1 inh-1: inhibitors of human orphan nuclear receptor DAX1 (NR0B1). P51843. AID 504766. HEK293 Gal4-DAX1 luciferase reporter, luminescence. actives 0.99% (n = 340,000). inhibition, % at 6.75 µM;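 active means inhibition above the mean over all tested compounds plus 3 SD, cut at about 4.2% in these data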;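 further: 0% = DAX1-transfected cells with DMSO and 100% = empty-vector control cells with DMSO; inhibition shows as a rise in luminescence from relieved DAX1 repression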
Target sequence (P51843 207-470 limits assumed): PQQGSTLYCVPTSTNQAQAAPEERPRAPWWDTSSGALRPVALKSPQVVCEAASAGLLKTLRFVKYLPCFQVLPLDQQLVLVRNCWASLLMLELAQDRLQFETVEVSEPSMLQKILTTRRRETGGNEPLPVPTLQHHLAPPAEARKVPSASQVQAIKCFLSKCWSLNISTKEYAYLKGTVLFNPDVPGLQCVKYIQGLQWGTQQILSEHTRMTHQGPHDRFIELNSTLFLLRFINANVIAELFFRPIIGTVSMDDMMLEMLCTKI
hgDAF-12 ag: hgDAF-12 agonism, primary luciferase screen; AID 687014; actives 1.8% (n = 370,000); activation, % at 6.8 µM; HEK293 GAL4-hgDAF12 UAS-luciferase reporter, agonist luminescence; normalized to butyrate control;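 active means activation above a cutoff set at the mean of all screened compounds plus 3 SD, cut at about 10% in these data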;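 further: 0% = DMSO wells and 100% = sodium butyrate wells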
NPR1 activator: GC-A (human) enzyme activation. P16066. HEK293 GC-A cells, cGMP TR-FRET, EC30 ANP; 0% at EC30 ANP, 100% saturating ANP. activation, % at 10 µM. actives 0.14% (n = 370,000). AID 1671463; in the data active means activation above about 40%
DAX1 inh-2: blocks DAX1 repression of SF-1 activated StAR promoter; HEK293T StAR-luciferase reporter, SF-1/DAX-1 repression relief; actives 1.1% (n = 370,000); inhibition, % at 6.8 µM; AID 652010;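 active means inhibition above the mean over all tested compounds plus 3 SD, cut at about 3.6% in these data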;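 further: 0% = DAX-1 cells with DMSO and 100% = cells lacking DAX-1 with DMSO; higher inhibition means more luminescence from relief of DAX-1 repression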
ADAM17 inh: inhibits human ADAM17; P78536; recombinant ADAM17, EDANS/DABCYL FRET peptide cleavage; inhibition, % at 6.95 µM; actives 0.83% (n = 370,000);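 active means inhibition above the mean of compounds lying between control limits plus 3 SD, set per campaign, cut at about 8.5% in these data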;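 further: 0% = DMSO-only wells as the low control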
Target sequence (P78536 215-824 limits assumed): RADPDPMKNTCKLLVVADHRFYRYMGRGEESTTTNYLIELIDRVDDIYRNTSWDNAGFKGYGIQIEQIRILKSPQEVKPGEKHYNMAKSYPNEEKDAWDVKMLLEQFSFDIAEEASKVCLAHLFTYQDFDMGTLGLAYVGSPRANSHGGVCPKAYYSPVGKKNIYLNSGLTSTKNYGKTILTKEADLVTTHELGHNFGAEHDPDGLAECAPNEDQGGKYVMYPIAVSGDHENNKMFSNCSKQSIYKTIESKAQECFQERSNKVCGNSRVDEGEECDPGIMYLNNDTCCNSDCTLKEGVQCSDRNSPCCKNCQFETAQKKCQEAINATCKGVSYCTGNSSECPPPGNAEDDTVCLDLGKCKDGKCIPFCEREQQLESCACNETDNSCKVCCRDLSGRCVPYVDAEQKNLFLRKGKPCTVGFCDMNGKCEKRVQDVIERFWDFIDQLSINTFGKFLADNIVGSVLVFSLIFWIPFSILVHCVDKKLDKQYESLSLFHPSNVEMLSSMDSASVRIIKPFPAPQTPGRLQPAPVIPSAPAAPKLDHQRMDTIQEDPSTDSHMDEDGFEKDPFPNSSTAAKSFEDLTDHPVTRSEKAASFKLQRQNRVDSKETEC
PG9 binder: small molecules binding HIV-1 gp120 antibody PG9; actives 0.43% (n = 360,000); inhibition, % at 6.7 µM; AID 624416; TR-FRET gp120-PG9 antibody binding; in the data active means inhibition above about 8.5%
hcDAF12 agonist: activators of H. contortus DAF-12 nuclear receptor; HEK293 hcDAF-12 lit1-tk-luc reporter, luminescence; 0% DMSO, 100% Δ7-dafachronic acid; activation, % at 6.8 µM; actives 1.4% (n = 370,000);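 active means activation above the mean of all tested compounds plus 3 SD, cut at about 5.5% in these data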;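 further: 100% = response to 3 µM Δ7-dafachronic acid high control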
ADAM10 inh: ADAM10 inhibition, QFRET primary screen. O14672. recombinant ADAM10, EDANS/DABCYL FRET peptide cleavage, 3 h. inhibition, % at 7 µM. actives 0.62% (n = 370,000). AID 720582;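 active means inhibition above a per-campaign cutoff equal to the mean of compounds falling between control-based bounds plus 3 SD, cut at about 20% in these data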;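 further: 0% = DMSO wells while the 100% control is not disclosed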
ssDAF12 agonist: activates DAF-12 receptor from parasite S. stercoralis | HEK293 ssDAF-12/GRIP1 lit1-tk-luc reporter, luminescence; % of 3 µM dafachronic acid response | activation, % at 6.8 µM | actives 1% (n = 370,000);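 active means activation above the mean over all tested compounds plus 3 SD, cut at about 0.9% in these data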;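 further: 0% = DMSO-only wells and 100% = 3 µM delta7-dafachronic acid wells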
SMARCA2 act: increases SMARCA2 function in MMTV reporter cells | MG213 cells, MMTV-luciferase reporter, dexamethasone, overnight | actives 1% (n = 370,000) | AID 652017 | activation, % at 9.1 µM; in the data active means activation above about 7.8%;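 further: 0% = vehicle wells and 100% = reference activator wells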
GAA850 FXN act: activators of GAA850 frataxin (FXN) promoter | actives 0.56% (n = 360,000) | HEK293 lucGAA850 FXN promoter luciferase reporter, 24 h; percent of 10 µM SAHA response | activation, % at 6 µM | AID 540364;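 active means activation above the average of all compounds screened plus 3 SD, cutoff fixed separately per campaign, cut at about 7.5% in these data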;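 further: 0% = DMSO wells and 100% = 10 µM SAHA wells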
Active calls of the source: *; . = not tested or not shown.

SMILES	DAX1 inh-1	hgDAF-12 ag	NPR1 activator	DAX1 inh-2	ADAM17 inh	PG9 binder	hcDAF12 agonist	ADAM10 inh	ssDAF12 agonist	SMARCA2 act	GAA850 FXN act
COc1ccc(N2CCC(CNC(=O)Nc3cccc(OC)c3)C2)cc1 (centres undefined)	0.4	-2.5	-1	-1.6	1	-9.2	-1.9	-1	-1.5	-4	-1.1
COc1cc(CN(C)C(=O)C2CCN(S(=O)(=O)c3cccs3)CC2)ccc1OC(F)F	-0.1	-1.9	-3	-1.2	1	-1.5	-1.8	-2	-1.4	-1	2.8
CC#CC[N+](C)(C)CC(=O)c1ccccc1	0.9	-0.1	3	-0.4	-4	1.1	-1.7	-7	-1.1	-2	-0.7
O=C1CCCN1CC(=O)N1CCCC(Nc2cccc(F)c2)C1 (centres undefined)	0.5	3.1	3	1.0	-1	-0.2	-0.5	-14	-1.3	-3	0.6
Cc1cc(N2CCC(C)CC2)n2ncc(-c3ccccc3)c2n1	1.8	-4.4	-3	-0.3	-32	-3.2	0.1	-107	-1.6	-3	-5.7
CCN(C(=O)COn1nnc2ccc(S(=O)(=O)N(C)C)cc21)C1CCS(=O)(=O)C1 (centres undefined)	0.2	0.1	-1	-0.5	-3	1.4	-0.3	-9	-0.8	-4	0.9
COc1cccc(C2C3=C(CC(C)(C)CC3=O)Nc3n[nH]c(C)c32)c1 (centres undefined)	2.7	-5.8	-3	-0.1	-162	-0.3	-1.9	-493	-0.9	-3	0.7
C=CCn1c(SCC(=O)Nc2ccc(-c3nc4ccc(C)cc4s3)cc2)nnc1-c1ccncc1	-0.1	13*	6	1.9	-20	0.5	7.0*	-78	-0.6	8.9*	6.9
Cc1cccc(NC(=S)NCCN2CCOCC2)c1	2.1	-1.3	0	-0.8	-2	-2.2	1.1	1	-1.2	1	0.6
N#Cc1c(NC(=O)C2CC(c3ccccc3Cl)=NO2)sc2c1CCC2 (centres undefined)	0.1	1.0	-4	-0.6	-4	-1.9	0.2	2	-0.8	-2	2.9
C[C@@H]1CCCCO[C@@H](CN(C)C(=O)Nc2ccc3c(c2)OCO3)[C@@H](C)CN([C@H](C)CO)C(=O)c2cc(N(C)C)ccc2O1	4.3*	0.4	2	-0.4	-3	-3.0	-0.4	-8	-1.2	-4	-1.5
O=Cc1c[nH]c2cccc(OCc3ccccc3)c12	-1.3	0.8	1	-1.1	-9	-1.9	0.5	-47	-0.2	-1	2.6
CC(NC(=O)CCCCCN1C(=O)c2ccccc2C1=O)c1ccc2c(c1)CCCC2 (centres undefined)	0.0	-1.7	-2	0.2	4	-2.2	-2.0	10	-1.5	-1	-2.4
CCOC(=O)c1sc(=S)n(-c2cccc(OC)c2)c1N	-0.5	-0.7	10	-0.3	-2	0.0	-0.3	2	-0.5	-3	-0.2
CN(CC(O)COc1ccccc1F)C1CCCCC1 (centres undefined)	-0.1	-4.3	-3	-0.6	1	-2.1	-1.0	2	-0.4	0	1.2
Cc1nc2sc(C(=O)NCc3ccc4c(c3)OCO4)c(N)c2c(C)c1Cl	.	-1.3	5	-0.4	-12	.	-3.4	-41	-0.7	-2	.
CC(C)C(C(=O)NCc1ccccc1)N(C)Cc1ccc(Cl)c(Cl)c1 (centres undefined)	.	0.8	-1	2.2	0	-0.5	-0.5	-4	-1.5	-6	.
CN1C=CC(=CC=C2C=CC(=O)C=C2)C=C1	-0.3	0.1	-2	1.5	-17	-2.6	0.0	-33	-0.7	-1	0.4
O=C(CNC(=O)Cn1ccc2ccccc2c1=O)NCCCN1CCN(c2cccc(Cl)c2)CC1	-0.3	-0.7	8	-0.2	-3	-1.1	3.9	1	-0.9	2	0.4
CCn1c(CNC(=O)c2ccccc2F)nnc1SCc1nc2ccccc2c(=O)[nH]1	.	3.4	2	-0.7	-1	0.5	-1.1	-7	-0.6	3	.
Cc1onc(-c2ccccc2)c1C(=O)N(C)CCc1ccccn1	-0.1	2.8	2	0.1	-3	-0.3	0.0	7	-1.3	-2	-0.4
O=[N+]([O-])c1ccc(NCCOc2ccccc2Cl)nc1	0.3	1.1	-4	-0.1	1	-0.7	0.0	-4	-1.4	0	3.3
CCCCNCCCOc1cccc(Cl)c1Cl	-0.3	-2.2	-6	0.4	-1	-0.5	0.9	0	-1.4	1	2.6
O=C1OCCC1Sc1nc2cc(Cl)ccc2s1 (centres undefined)	1.2	2.4	38	0.0	-4	-0.5	1.2	-3	-1.2	-3	5.2
CCCn1ncc(CN2CCC(Cc3cccc(F)c3)(C(=O)OCC)CC2)c1C	-1.2	0.1	0	-0.1	-3	0.1	-0.5	-7	-1.5	-1	0.1
O=C(CSc1nnc(Cn2c(=O)sc3ccccc32)n1-c1ccccc1)NCC1CCCO1 (centres undefined)	2.9	0.3	0	0.5	-3	-2.5	-1.2	-4	-0.3	-2	0.4
O=C(Cc1ccccc1)NNC(=S)NC(=O)c1cccnc1	.	-1.7	-6	0.5	-2	-3.4	-0.4	-4	-1.2	-2	1.1
CCN(c1ccccc1)S(=O)(=O)c1ccc(Cl)c(NC(=O)CN(C)C2CCN(C)CC2)c1	-1.3	-1.6	-1	-0.2	2	0.6	-1.0	1	-1.3	-4	-0.6
O=c1c2sc3ccccc3c2[nH]c(=S)n1CCN1CCOCC1	0.2	1.4	-3	1.6	-21	1.1	-0.6	-42	-0.3	4	1.7
CCCC(=O)Nc1ccc2c(c1)nc(CCNC(=O)c1ccccc1)n2C	0.9	-2.7	1	-0.1	-4	0.7	-0.6	-5	-0.8	0	-3.0
O=C(NCCN=C1NS(=O)(=O)c2ccccc21)c1ccncc1	0.5	1.7	2	-0.1	1	-1.1	1.4	-3	-1.1	-1	2.2
Cc1c(C(=O)Nc2ccc(F)cc2)c2ccccn2c1CCc1ccncc1	-1.0	-0.5	1	0.0	-6	-4.8	3.5	-41	-0.9	1	2.9
CC1CC(C)CN(Cc2nc(N)nc(Nc3ccccc3)n2)C1 (centres undefined)	1.8	-0.2	-1	0.1	-2	-0.6	-1.2	-5	-1.7	0	-1.8
Cc1ccc(NC(=O)CN2C(=O)CCSc3ccccc32)c(C)c1	.	1.5	-2	-0.6	-2	.	0.6	-1	-1.0	-3	.
COc1ccccc1N1C(=O)C(Cl)=C(N2CCCC2)C1=O	-0.6	-0.4	-1	0.0	2	-1.5	-0.9	5	-0.4	-1	-0.4
O=C(O)c1ccccc1-n1c2ccccc2c2ccccc21	-0.7	-2.6	2	-0.2	-14	-0.9	1.8	-28	-1.0	-4	3.3
Nc1ccccc1C#CCCCCO	1.4	-1.1	-1	0.4	-2	-0.2	-1.2	-1	-0.8	2	0.8
CCOC(=O)c1c(NC(=O)C2CCCCC2C(=O)O)sc2c1CCCCC2 (centres undefined)	0.9	-0.5	-2	0.4	-7	2.6	-0.6	-11	-1.6	-3	2.0
O=C(CNC(=O)N1CC(=O)Nc2ccccc21)NCCc1ccc(Cl)cc1	-1.1	-1.1	1	0.1	1	3.2	-1.2	-4	-1.6	-2	0.7
Cc1cscn1	-0.2	0.1	0	0.6	-1	-0.2	0.1	-9	-1.4	-3	-0.1
COc1cccc2cc(-c3cc(=O)oc4ccc(OCC(C)=O)cc34)oc12	-1.3	-2.6	18	-4.7	-3	-3.0	-2.2	3	-1.6	1	-2.9
Cc1ccc(SCCC(=O)NCC2CCCO2)cc1 (centres undefined)	0.1	2.2	0	0.9	-7	-1.1	-0.7	-4	-0.6	-4	-1.7
CN1C(=O)N(C)C2C1N(CN1CCCCC1)C(=O)N2CN1CCCCC1 (centres undefined)	0.4	2.1	4	-0.4	-1	-3.2	0.3	-3	-1.4	1	0.1
CCOc1cccc(C(=O)Nc2ccc(S(=O)(=O)Nc3cc(C)on3)cc2)c1	-0.1	-3.0	3	0.5	-4	0.7	-0.6	-1	-0.3	0	-0.1
COc1ccccc1N1CCN(C(=O)c2oc3ccc(F)cc3c2C)CC1	-1.1	-0.6	0	-0.5	2	-0.5	1.0	2	-0.6	-2	-1.8
CCOC(=O)NC(=O)CSc1nc2ccc([N+](=O)[O-])cc2[nH]1	2.4	1.2	1	-0.5	1	-1.1	0.1	3	-1.5	3	0.3
CCc1c(C)n([O-])c2c([n+]1=O)CCCCC2	1.0	-2.4	3	0.1	1	-1.2	-0.3	9	0.1	0	-0.8
COc1ccc(-n2nc([N+](=O)[O-])c(=NCCc3ccc(Cl)cc3)n2O)cc1	-0.5	-0.5	-5	-0.1	1	-0.8	0.6	-5	-1.7	-2	1.6
COc1cccc(-c2csc(NC3OC(=O)c4c3ccc(OC)c4OC)n2)c1 (centres undefined)	.	2.8	4	0.4	-4	2.1	4.1	-11	-0.1	2	2.4
CCCS(=O)(=O)NC(=O)C1(C)CCCN(C(=O)c2oc3ccccc3c2C)C1 (centres undefined)	.	9.5	-1	-0.4	-10	-1.6	-0.1	-33	-0.9	-1	0.3
Cc1ccc(CNC(=O)C2CCC(CNS(=O)(=O)c3cccs3)CC2)cc1 (centres undefined)	-1.1	-1.2	3	-0.3	2	0.0	-1.5	-3	-1.3	-3	3.5
O=C(CCc1ccc(Oc2cc([N+](=O)[O-])cc([N+](=O)[O-])c2)cc1)Nc1cccc(Cl)c1	-0.6	2.5	-2	-0.6	5	-0.2	-0.9	9	-1.5	-3	4.1
O=C(NC(Cc1ccccc1)C(=O)O)/C(=C/c1ccccc1)NC(=O)c1ccccc1 (centres undefined)	0.4	2.0	5	-0.8	-2	-0.6	-0.6	-3	0.1	-7	-1.2
O=C1CN(C(=O)COC(=O)COc2ccccc2)c2ccccc2N1	0.3	3.1	-2	0.3	-4	1.6	1.2	-7	-1.4	-1	1.8
CC(C)Oc1ccc(S(=O)(=O)N2CCOCC2)cc1NC(=O)CC1OC(=O)c2ccccc21 (centres undefined)	0.5	2.2	1	0.1	-2	-0.4	-1.2	-5	-0.5	-2	-0.7
COCCCn1c(SC(C)C(=O)Nc2c(C)n(C)n(-c3ccccc3)c2=O)n[nH]c1=O (centres undefined)	2.1	-1.6	4	-0.4	-1	-1.1	0.2	-4	-1.1	5	-0.8
COc1ccccc1NC(=O)Cc1cccs1	-0.2	0.9	0	0.2	-3	-0.5	-0.6	0	-1.0	1	-0.8
Cc1noc(NS(=O)(=O)c2ccc(N/C=C/C(=O)c3ccc4c(c3)OCO4)cc2)c1C	0.8	9.5	10	2.3	-3	-0.7	1.1	-2	-0.7	2	5.3

In a second layout: results already given.
SMILES | DAX1 inh-1 | hgDAF-12 ag | NPR1 activator | DAX1 inh-2 | ADAM17 inh | PG9 binder | hcDAF12 agonist | ADAM10 inh | ssDAF12 agonist | SMARCA2 act | GAA850 FXN act
COc1ccccc1N1CCN(C(=O)c2oc3ccc(F)cc3c2C)CC1 | -1.1 | -0.6 | 0 | -0.5 | 2 | -0.5 | 1.0 | 2 | -0.6 | -2 | -1.8
Cc1noc(NS(=O)(=O)c2ccc(N/C=C/C(=O)c3ccc4c(c3)OCO4)cc2)c1C | 0.8 | 9.5 | 10 | 2.3 | -3 | -0.7 | 1.1 | -2 | -0.7 | 2 | 5.3
